Screens (PubChem)
MBD2 DNA inh = MBD2-methylated oligo binding inhibition. Q9UBB5. TR-FRET, MBD2 binding to methylated oligonucleotide. inhibition, % at 4.4 µM. 0.31% of 370,000 active. AID 686964; in the data active means inhibition above about 13%
HTRA1 inh = inhibitors of human serine peptidase HTRA1; recombinant HTRA1, FP-rhodamine activity-based probe, fluorescence polarization; inhibition, % at 5.96 µM; 0.5% of 340,000 active; AID 504803; in the data active means inhibition above about 36%;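 further: 0% = enzyme with DMSO and 100% = wells lacking enzyme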
UHRF1 binding = blocks human UHRF1 binding to methylated DNA; Q96T88; UHRF1 binding to methylated oligo, TR-FRET; inhibition, % at 4.4 µM; 0.75% of 370,000 active; AID 687016; in the data active means inhibition above about 21%;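 further: UHRF1 SRA domain binding a hemimethylated CpG hairpin DNA probe; 0% = median of test compound wells and 100% = reference inhibitor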
TCR-CD3 inh = blocks the human TCR-CD3 interaction. 0.37% of 360,000 active. inhibition, % at 9.4 µM. TAMRA-labeled TCR probe fluorescence, biochemical; in the data active means inhibition above about 19%;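 further: recombinant mutant TCR 2C K166C tagged with TAMRA read by polarization; 0% = receptor in buffer alone and 100% = receptor with positive control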
ABHD4 inh = inhibitors of mouse ABHD4 | Q8VD66 | purified mABHD4, FP-Rh probe fluorescence polarization | inhibition, % at 8.92 µM | 0.54% of 370,000 active | AID 720543;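 active means inhibition exceeding the mean over every tested compound plus 3 SD, cut at about 30% in these data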;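 further: 0% = plate median of compound wells and 100% = S159A mutant with DMSO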
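Test system: mABHD4 protein; Read-out basis: % inhibition; Incubation: 45 min + 60 min at 25 °C; Repeats: single replicate; Technique: fluorescence polarization with parallel and perpendicular emission, 525/598 nm; Compound: 8.92 µM, single dose; Benchmarks: full inhibition S159A mutant plus DMSO, zero as sample-well median.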
rCAG binder = r(CAG) repeat RNA binding | 1.3% of 370,000 active | TO-PRO-1 dye displacement fluorescence | inhibition, % at 3 µM;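 active means inhibition above the plate cutoff, the mean of all test compounds on that plate plus 3 SD, cut at about 35% in these data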;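 further: 0% = DMSO alone and 100% = 100 µM mitoxantrone as full dye displacement; higher means more dye released from RNA so lower well fluorescence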
GC-B act = GC-B (human) receptor activation; P20594; HEK293-GC-B cells, CNP EC30, cGMP TR-FRET; 0% at EC30 CNP, 100% saturating CNP; AID 1920062; activation, % at 10 µM; 0.11% of 370,000 active;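 active means activation at 10 µM reaching about 35% in either raw or pattern-adjusted values, limit read from the data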
GC-A act = GC-A (human) enzyme activation | activation, % at 10 µM | HEK293 GC-A cells, cGMP TR-FRET, EC30 ANP; 0% at EC30 ANP, 100% saturating ANP | P16066 | 0.14% of 370,000 active; in the data active means activation above about 40%
PRMT1 inh = blocks human protein arginine methyltransferase 1; recombinant PRMT1, activity-based probe fluorescence polarization; 1.3% of 370,000 active; inhibition, % at 2.79 µM;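 active means inhibition above about 21% made by adding two undisclosed values, limit read from the data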
Target sequence (Q99873 whole entry, looked up): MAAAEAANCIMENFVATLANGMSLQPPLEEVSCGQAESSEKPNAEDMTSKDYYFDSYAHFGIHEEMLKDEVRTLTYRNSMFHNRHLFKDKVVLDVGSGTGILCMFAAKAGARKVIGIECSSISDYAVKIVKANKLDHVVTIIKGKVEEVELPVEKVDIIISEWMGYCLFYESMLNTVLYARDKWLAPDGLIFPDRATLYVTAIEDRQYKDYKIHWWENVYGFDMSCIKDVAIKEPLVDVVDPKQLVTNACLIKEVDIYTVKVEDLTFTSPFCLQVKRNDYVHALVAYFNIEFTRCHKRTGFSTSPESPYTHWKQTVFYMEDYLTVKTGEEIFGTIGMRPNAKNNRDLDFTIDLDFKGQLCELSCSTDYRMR
SIAE primary = blocks human sialic acid acetylesterase. Q9HAT2. 0.69% of 370,000 active. AID 1053197. SIAE FP-Rh probe binding, fluorescence polarization. inhibition, % at 9.66 µM;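 active means inhibition above a cutoff: mean of compounds within the control limits plus 3 SD of those, cut at about 17% in these data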;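 further: 0% = plate median of compound wells and 100% = probe without SIAE protein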
Target sequence (Q9HAT2 whole entry, looked up): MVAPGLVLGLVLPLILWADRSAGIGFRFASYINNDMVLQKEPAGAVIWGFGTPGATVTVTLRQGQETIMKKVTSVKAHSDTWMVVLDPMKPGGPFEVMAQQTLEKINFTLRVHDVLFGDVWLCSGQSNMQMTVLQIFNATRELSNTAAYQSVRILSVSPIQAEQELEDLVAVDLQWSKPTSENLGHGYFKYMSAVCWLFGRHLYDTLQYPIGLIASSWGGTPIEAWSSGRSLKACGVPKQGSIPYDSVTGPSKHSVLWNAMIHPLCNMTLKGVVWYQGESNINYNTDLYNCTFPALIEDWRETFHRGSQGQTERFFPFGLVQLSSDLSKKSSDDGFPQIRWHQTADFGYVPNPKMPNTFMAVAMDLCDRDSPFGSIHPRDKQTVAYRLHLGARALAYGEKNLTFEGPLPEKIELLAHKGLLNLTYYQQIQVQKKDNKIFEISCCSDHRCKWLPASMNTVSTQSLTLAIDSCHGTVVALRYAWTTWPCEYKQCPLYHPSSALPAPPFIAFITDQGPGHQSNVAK
Numbers without * were called inactive; & = joins results of further samples. A portion of the library (hit frequency here may not be typical).

Start of the listing, in advance (4 entries):
`CCOC(=O)C(NC(=O)CC)(Nc1ccc(C(O)(C(=O)OCC)C(F)(F)F)cc1C)C(F)(F)F` (stereo not drawn) gave MBD2 DNA inh 4, HTRA1 inh -3, UHRF1 binding 0, TCR-CD3 inh 4, ABHD4 inh 3, rCAG binder -7, GC-B act 5, GC-A act 0, PRMT1 inh 2 and SIAE primary 6.
CCC(=O)OC1(c2cccc(C)c2)CC(C)N(C)CC1C (stereo not drawn) was read as MBD2 DNA inh 1, HTRA1 inh 0, UHRF1 binding -1, TCR-CD3 inh -2, ABHD4 inh 1, rCAG binder 1, GC-B act -5, GC-A act 0, PRMT1 inh -2 and SIAE primary -2.
`O=C(O)CC[N+](=O)[O-]` gave MBD2 DNA inh 0, HTRA1 inh 4, UHRF1 binding 4, TCR-CD3 inh -8, ABHD4 inh -4, rCAG binder 0, GC-B act 0, GC-A act 3, PRMT1 inh 3 and SIAE primary -2.
Screening N#CCCn1cc(C(=O)NCc2ccccc2)c(-c2ccccc2)n1 returned MBD2 DNA inh 1, HTRA1 inh 1, UHRF1 binding 1, TCR-CD3 inh 4, ABHD4 inh 0, rCAG binder -6, GC-B act 4, GC-A act -1, PRMT1 inh -6 and SIAE primary 10.

The list itself, from the first entry:
`CCOC(=O)C(NC(=O)CC)(Nc1ccc(C(O)(C(=O)OCC)C(F)(F)F)cc1C)C(F)(F)F` (stereo not drawn) gave MBD2 DNA inh 4, HTRA1 inh -3, UHRF1 binding 0, TCR-CD3 inh 4, ABHD4 inh 3, rCAG binder -7, GC-B act 5, GC-A act 0, PRMT1 inh 2 and SIAE primary 6.
CCC(=O)OC1(c2cccc(C)c2)CC(C)N(C)CC1C (stereo not drawn) was read as MBD2 DNA inh 1, HTRA1 inh 0, UHRF1 binding -1, TCR-CD3 inh -2, ABHD4 inh 1, rCAG binder 1, GC-B act -5, GC-A act 0, PRMT1 inh -2 and SIAE primary -2.
`O=C(O)CC[N+](=O)[O-]` gave MBD2 DNA inh 0, HTRA1 inh 4, UHRF1 binding 4, TCR-CD3 inh -8, ABHD4 inh -4, rCAG binder 0, GC-B act 0, GC-A act 3, PRMT1 inh 3 and SIAE primary -2.
Screening N#CCCn1cc(C(=O)NCc2ccccc2)c(-c2ccccc2)n1 returned MBD2 DNA inh 1, HTRA1 inh 1, UHRF1 binding 1, TCR-CD3 inh 4, ABHD4 inh 0, rCAG binder -6, GC-B act 4, GC-A act -1, PRMT1 inh -6 and SIAE primary 10.
`CC(=O)O[C@H]1C(=O)[C@@]2(C)C([C@H](OC(=O)c3ccccc3)[C@]3(O)C[C@H](O)C(C)=C1C3(C)C)[C@]1(OC(C)=O)CO[C@@H]1C[C@H]2O` (stereo partly drawn) gave MBD2 DNA inh -6, HTRA1 inh 11, UHRF1 binding -2, TCR-CD3 inh -7, ABHD4 inh 0, rCAG binder -1, GC-B act 3, GC-A act 0, PRMT1 inh 2 and SIAE primary 4.
`COc1ccc(OCC(=O)N2CCN(Cc3ccc4c(c3)OCO4)CC2)cc1` gave MBD2 DNA inh 3, HTRA1 inh 5, UHRF1 binding 2, TCR-CD3 inh -7, ABHD4 inh -4, rCAG binder -5, GC-B act 2, GC-A act 2, PRMT1 inh 4 and SIAE primary -6.
CCc1ccc(CNCCc2c[nH]c3ccccc23)cc1 was read as MBD2 DNA inh 2, HTRA1 inh 8, UHRF1 binding 2, TCR-CD3 inh -5, ABHD4 inh 14, rCAG binder 5, GC-B act 0, GC-A act -2, PRMT1 inh -5 and SIAE primary 12.
`O=C1C(c2ccccc2)=C(N2CC2)c2ccccc21` gave MBD2 DNA inh -15, HTRA1 inh 8, UHRF1 binding -12, TCR-CD3 inh 3, ABHD4 inh 2, rCAG binder 0, GC-B act -8, GC-A act -1, PRMT1 inh 0 and SIAE primary 4.
CN1CCN(c2ccc(N)cc2Cl)CC1 was read as MBD2 DNA inh 2, UHRF1 binding 12, TCR-CD3 inh -3, ABHD4 inh 15, rCAG binder 0, GC-B act 1, GC-A act 3, PRMT1 inh -2 and SIAE primary 8.
Cc1nc2cc(-c3ccc(Cl)cc3)nn2c(C)c1CCC(=O)N1CCC2(CC1)OCCO2 was read as MBD2 DNA inh 0, HTRA1 inh -2, UHRF1 binding 1, TCR-CD3 inh -3, ABHD4 inh -5, rCAG binder -2, GC-B act 13, GC-A act 10, PRMT1 inh 0 and SIAE primary -1.
CCC(CO)Nc1ccc([N+](=O)[O-])c2cccnc12 (stereo not drawn) was read as MBD2 DNA inh -22, HTRA1 inh 1, UHRF1 binding -14, TCR-CD3 inh -2, ABHD4 inh 7, rCAG binder 4, GC-B act -2, GC-A act 3, PRMT1 inh -1 and SIAE primary -3.
Screening CCCn1c(C(=O)c2ccccc2OC)nc2ccccc21 returned MBD2 DNA inh 2, HTRA1 inh -7, UHRF1 binding 0, TCR-CD3 inh -5, ABHD4 inh -8, rCAG binder 0, GC-B act 4, GC-A act 5, PRMT1 inh 0 and SIAE primary 0.
Screening C1=C(c2c[nH]c3ccccc23)CCN(Cc2ccccc2)C1 returned MBD2 DNA inh -2, HTRA1 inh -4, UHRF1 binding -3, TCR-CD3 inh 2, ABHD4 inh 4, rCAG binder 4, GC-B act -5, GC-A act -1, PRMT1 inh 2 and SIAE primary 5.
`COc1ccc(-c2cc(=NCCCCCC(=O)O)c3cc(C)ccc3o2)cc1` gave MBD2 DNA inh 6&4, HTRA1 inh -2&2, UHRF1 binding -6&-6, TCR-CD3 inh -2&3, ABHD4 inh 0&-3, rCAG binder 1&-1, GC-B act -3&-2, GC-A act 8&7, PRMT1 inh 0&3 and SIAE primary 5&0.
For C=CCNC(=O)c1c(N)n(CCN2CCOCC2)c2nc3ccccc3nc12 the results were MBD2 DNA inh -1, HTRA1 inh 0, UHRF1 binding -7, TCR-CD3 inh -4, ABHD4 inh 3, rCAG binder 2, GC-B act -2, GC-A act 10, PRMT1 inh 2 and SIAE primary -4.
C#C[C@]1(O)CCC2C3C(CC[C@@]21C)[C@@]1(C)CC[C@@H](O)CC1=C[C@H]3O (stereo partly drawn) was read as MBD2 DNA inh 5, HTRA1 inh 4, UHRF1 binding 12, TCR-CD3 inh -1, ABHD4 inh -1, rCAG binder 2, GC-B act 5, GC-A act -1, PRMT1 inh -2 and SIAE primary 5.
O=c1c2ccccc2nc(-c2ccccc2)n1-c1ccccc1O was read as MBD2 DNA inh 3, HTRA1 inh -3, UHRF1 binding 4, TCR-CD3 inh -7, ABHD4 inh -8, rCAG binder 13, GC-B act -3, GC-A act -5, PRMT1 inh 1 and SIAE primary -3.
COC(=O)C1=C(c2ccc(OC)c(OC)c2)C[C@@H]2CC[C@H]1N2C(=O)NC1CC1 was read as MBD2 DNA inh 0, HTRA1 inh 6, UHRF1 binding 5, TCR-CD3 inh 4, ABHD4 inh 4, rCAG binder 1, GC-B act 3, GC-A act 0, PRMT1 inh -2 and SIAE primary -4.
CCCCn1c(O)c(C(CC)=Nc2ccc(C(=O)O)cc2)c(=O)[nH]c1=O was read as MBD2 DNA inh 0, HTRA1 inh -3, UHRF1 binding -5, TCR-CD3 inh -4, ABHD4 inh 11, rCAG binder 2, GC-B act -6, GC-A act 0, PRMT1 inh 4 and SIAE primary -3.
Cn1cc(C(=O)NC2CC2)c2ccccc21 was read as MBD2 DNA inh -6, HTRA1 inh -3, UHRF1 binding 1, TCR-CD3 inh 0, ABHD4 inh 6, rCAG binder 1, GC-B act -3, GC-A act 5, PRMT1 inh -3 and SIAE primary -6.
For COc1ccc2c(c1)[C@]13CCCCC1C(C2)N(C)CC3 (stereo partly drawn) the results were MBD2 DNA inh -1, HTRA1 inh 2, UHRF1 binding 1, TCR-CD3 inh -4, ABHD4 inh 3, rCAG binder 4, GC-B act 2, GC-A act 0, PRMT1 inh 0 and SIAE primary -4.
For COc1cccc(-n2c(O)c(C=NCCN3CCNCC3)c(=O)[nH]c2=S)c1 the results were MBD2 DNA inh -6, HTRA1 inh 3, UHRF1 binding 7, TCR-CD3 inh -5, ABHD4 inh 1, rCAG binder 6, GC-B act 3, GC-A act 3, PRMT1 inh -2 and SIAE primary 0.
For C=CCC1(Cc2ccsc2)C(=O)NC(=O)NC1=O the results were MBD2 DNA inh -6, HTRA1 inh 7, UHRF1 binding -1, TCR-CD3 inh -1, ABHD4 inh 3, rCAG binder 0, GC-B act 1, GC-A act 3, PRMT1 inh 2 and SIAE primary -2.
For CC(=O)NC(=O)NC(C)Cc1ccccc1 (stereo not drawn) the results were MBD2 DNA inh -2, HTRA1 inh -2, UHRF1 binding 3, TCR-CD3 inh 3, ABHD4 inh 6, rCAG binder 3, GC-B act 11, GC-A act 7, PRMT1 inh 1 and SIAE primary -2.
For Cc1ccc(C(=O)Nc2ccc(Cl)cc2C(=O)c2ccccc2)cc1 the results were MBD2 DNA inh 3, HTRA1 inh -25, UHRF1 binding 3, TCR-CD3 inh 6, ABHD4 inh 5, rCAG binder 3, GC-B act -8, GC-A act -6, PRMT1 inh 0 and SIAE primary -1.
For CCOC(=O)C(c1c(O)c2ccccc2oc1=O)c1c(O)c2ccccc2oc1=O the results were MBD2 DNA inh -4, UHRF1 binding -1, TCR-CD3 inh 2, ABHD4 inh -9, rCAG binder 21, GC-B act 6, GC-A act 1, PRMT1 inh -1 and SIAE primary -3.
Screening OC(CNCc1ccccc1)c1ccc(Cl)cc1 (stereo not drawn) returned MBD2 DNA inh 2, HTRA1 inh -1, UHRF1 binding 2, TCR-CD3 inh -4, ABHD4 inh -1, rCAG binder -1, GC-B act -14, GC-A act -16, PRMT1 inh 3 and SIAE primary -5.
`COC(=O)C1=C(c2ccccc2OCc2ccccc2)C[C@@H]2CC[C@H]1N2C(=O)NCCOc1ccccc1Cl` gave MBD2 DNA inh 4, HTRA1 inh -46, UHRF1 binding 2, TCR-CD3 inh 2, ABHD4 inh -9, rCAG binder 2, GC-B act -13, GC-A act -10, PRMT1 inh -1 and SIAE primary -2.
CCC1(C(=O)c2ccc(C)cc2)C2c3ccccc3OC(=O)C21C(=O)O (stereo not drawn) was read as MBD2 DNA inh -5, HTRA1 inh 0, UHRF1 binding -2, TCR-CD3 inh 4, ABHD4 inh 9, rCAG binder 5, GC-B act -6, GC-A act -3, PRMT1 inh -2 and SIAE primary -1.
Screening O=C(CCN1CC2CCC(CC2)C1)c1cccs1 returned MBD2 DNA inh -4, HTRA1 inh 0, UHRF1 binding -1, TCR-CD3 inh 4, ABHD4 inh 6, rCAG binder 1, GC-B act 3, GC-A act 39, PRMT1 inh -8 and SIAE primary 5.
For COc1cccc(C(=O)N2CCC3(CC2)OCCO3)c1 the results were MBD2 DNA inh 3, HTRA1 inh -1, UHRF1 binding 0, TCR-CD3 inh 6, ABHD4 inh -3, rCAG binder 0, GC-B act 5, GC-A act 2, PRMT1 inh -3 and SIAE primary 4.
`Cc1ccc2c(CN3CC=C(c4ccccc4)CC3)cc(=O)oc2c1C` gave MBD2 DNA inh 7, HTRA1 inh -3, UHRF1 binding 3, TCR-CD3 inh -8, ABHD4 inh 8, rCAG binder 11, GC-B act -5, GC-A act -4, PRMT1 inh 0 and SIAE primary 6.
CC(=O)CC(=O)C1C(=O)N(C)C(=O)N(C)C1=O was read as MBD2 DNA inh 1, HTRA1 inh 0, UHRF1 binding 6, TCR-CD3 inh -9, ABHD4 inh -5, rCAG binder -2, GC-B act -1, GC-A act -4, PRMT1 inh 17 and SIAE primary 2.
